# PAD4 inh = human PAD4 inhibitors, primary screen, biochemical, fluorescence polarization, 1536-well format; inhibition, % at 6.36 µM; recombinant PAD4, RCA probe fluorescence polarization; 330,000 compounds, 0.41% hits;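 active = percent inhibition above a cutoff equal to the mean of all tested compounds plus 3 SD, cut at about 15% in these data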;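 also: 0% = PAD4 with RCA probe and DMSO and 100% = probe without PAD4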
# Fam108B counter = mouse Fam108B serine hydrolase inhibitors, primary screen, counter-screen for RBBP9 inhibitor project, biochemical, fluorescence polarization. recombinant Fam108B, FP-Rh probe fluorescence polarization. inhibition, % at 9.51 µM. 300,000 compounds, 0.33% hits. AID 1947, 2009;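 active = inhibition above the screen mean inhibition plus 3 SD, computed separately per campaign, cut at about 18% in these data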;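 also: inhibitors lower polarization as less probe binds the enzyme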
# BCLXL inh = inhibitors of human Bcl-xL, primary screen, biochemical, fluorescence polarization, HTS | Bcl-2-like protein 1 (Homo sapiens), Q07817 | GST-Bcl-xL / FITC-Bim BH3 peptide fluorescence polarization | inhibition, % at 10.9 µM | 320,000 compounds, 0.7% hits;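 active = inhibition above the mean of all tested compounds plus 3 SD, cutoff set per campaign, cut at about 30% in these data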;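 also: 0% = DMSO wells and 100% = unlabeled Bim-BH3 peptide competitor; inhibitors lower millipolarization by displacing the labeled peptide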
# Target sequence (Q07817 whole entry, looked up): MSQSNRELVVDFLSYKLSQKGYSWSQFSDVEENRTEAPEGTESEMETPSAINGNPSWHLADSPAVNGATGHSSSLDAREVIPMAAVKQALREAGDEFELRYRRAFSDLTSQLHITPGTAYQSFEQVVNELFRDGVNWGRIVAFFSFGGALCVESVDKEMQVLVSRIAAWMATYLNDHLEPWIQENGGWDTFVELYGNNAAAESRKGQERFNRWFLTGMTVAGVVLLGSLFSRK
# GLD-1 TGE inh = GLD-1/TGE RNA complex disruptors, primary screen, biochemical, fluorescence polarization. Female germline-specific tumor suppressor gld-1 (Caenorhabditis elegans), Q17339. purified GLD-1 + fluorescein TGE RNA. inhibition, % at 5.96 µM. 320,000 compounds, 0.44% hits. AID 2280, 2010;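 active = percent inhibition above a per-plate cutoff, the plate mean of test compounds plus 3 SD, cut at about 30% in these data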;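 also: 0% = DMSO wells with GLD-1 and probe and 100% = wells lacking GLD-1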
# MCL1-BIM inh = inhibitors of MCL1 binding to BIM-BH3, primary screen, biochemical, fluorescence polarization | AID 2057, 2009 | 320,000 compounds, 0.68% hits | GST-MCL1 / FITC-Bim-BH3 fluorescence polarization | inhibition, % at 10.9 µM;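 active = inhibition above the mean inhibition of all tested compounds plus 3 SD, set per campaign, cut at about 40% in these data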;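 also: 0% = DMSO wells and 100% = unlabeled Bim-BH3 peptide control; higher means more loss of mP so more displacement of Bim peptide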
# TPT1 inh = Candida albicans TPT1 enzyme inhibitors, primary screen, biochemical, fluorescence polarization | inhibition, % at 5 µM | 300,000 compounds, 0.81% hits | AID 1962, 2009 | recombinant caTPT1, FP RNA substrate dephosphorylation | tRNA 2'-phosphotransferase TPT1 (Candida albicans SC5314);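 active = inhibition above the mean of all tested compounds plus 3 SD, set per screening campaign, cut at about 24% in these data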;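 also: plate controls were DMSO alone for no effect and ferristatin control at 100 nM for full effect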
# PME-1 primary = PME-1 inhibitors via competitive probe labeling, primary screen, biochemical, fluorescence polarization, FP-Rh probe, HTS | Protein phosphatase methylesterase 1 (Homo sapiens), Q9Y570 | recombinant PME-1 | inhibition, % at 5.9 µM | 320,000 compounds, 0.53% hits | AID 2130, 2009;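 active = inhibition above the campaign mean of all compounds plus 3 SD, cut at about 26% in these data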;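 also: competitive labeling of PME-1 active site by serine hydrolase directed probe; 0% = PME-1 with DMSO and 100% = wells lacking PME-1 enzyme; inhibitors block probe labeling so polarization falls and inhibition rises; many of its hits are not listed in these tables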
# Target sequence (Q9Y570 whole entry, looked up): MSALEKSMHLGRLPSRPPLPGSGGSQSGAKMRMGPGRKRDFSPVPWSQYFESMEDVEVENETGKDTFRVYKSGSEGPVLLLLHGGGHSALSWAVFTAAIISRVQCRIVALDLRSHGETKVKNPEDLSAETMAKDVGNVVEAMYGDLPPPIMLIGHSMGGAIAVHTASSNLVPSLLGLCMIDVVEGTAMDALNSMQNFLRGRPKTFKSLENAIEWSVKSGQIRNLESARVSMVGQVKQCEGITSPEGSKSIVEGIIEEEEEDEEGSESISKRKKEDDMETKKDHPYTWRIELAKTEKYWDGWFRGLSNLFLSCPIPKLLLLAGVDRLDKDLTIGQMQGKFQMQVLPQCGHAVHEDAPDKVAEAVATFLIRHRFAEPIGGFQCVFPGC
# MEX-5 binding = MEX-5 zinc finger RNA-binding disruptors – biochemical, C. elegans, fluorescence polarization, MLPCN library, primary screen; MEX-5/FITC-TCR2 RNA binding; stronger effect = lower value; activity score (negative = inhibition of binding), % at 10 µM; 300,000 compounds, 0.38% hits;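 active = inhibition past about -25% in most replicates, and total fluorescence under double the plate's negative control median, limit read from the data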;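 also: 0% = DMSO and -100% = 5 µM competing unlabeled TCR2 RNA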
# Target sequence (Q9XUB2 whole entry, looked up): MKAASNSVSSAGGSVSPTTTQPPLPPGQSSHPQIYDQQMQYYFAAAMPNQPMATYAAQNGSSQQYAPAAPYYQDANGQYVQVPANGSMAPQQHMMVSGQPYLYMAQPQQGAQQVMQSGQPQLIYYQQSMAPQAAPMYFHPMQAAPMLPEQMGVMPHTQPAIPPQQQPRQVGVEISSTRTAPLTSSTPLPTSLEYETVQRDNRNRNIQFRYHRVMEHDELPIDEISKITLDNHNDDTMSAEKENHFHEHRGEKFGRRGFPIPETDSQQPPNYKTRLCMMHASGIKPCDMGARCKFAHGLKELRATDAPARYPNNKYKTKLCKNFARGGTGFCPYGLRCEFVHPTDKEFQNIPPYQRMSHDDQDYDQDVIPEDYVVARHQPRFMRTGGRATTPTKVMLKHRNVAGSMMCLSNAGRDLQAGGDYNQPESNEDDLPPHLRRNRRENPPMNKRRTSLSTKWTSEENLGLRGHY
# GSTO1 inh = inhibitors of recombinant GSTO1, primary screen, counter-screen for RBBP9 inhibitor project, biochemical, fluorescence polarization; Glutathione S-transferase omega-1 (Homo sapiens), P78417; activity-based probe fluorescence polarization; inhibition, % at 5.96 µM; 300,000 compounds, 1.1% hits;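 active = inhibition above the campaign mean inhibition plus 3 SD, cut at about 35% in these data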;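 also: 0% = GSTO1-1 with DMSO and 100% = wells lacking GSTO1-1 enzyme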
# The depositor's hits bear a star; x = no result given.
SMILES,PAD4 inh,Fam108B counter,BCLXL inh,GLD-1 TGE inh,MCL1-BIM inh,TPT1 inh,PME-1 primary,MEX-5 binding,GSTO1 inh
COc1ccccc1C(=O)OCC(=O)Nc1ccc(Cl)cn1,0,3,7,4,-4,-2,-5,-1.0,7
COc1ccc(S(=O)(=O)Nc2c(NC3CCCCC3)c3ccccc3oc2=O)cc1Cl,-4,-9,-1,9,2,2,-4,3.5,4
O=C(NCCN1CCCC1)c1ccccc1Cl,3,2,1,8,9,1,5,-0.5,2
COc1cc(/C=c2\sc3n(c2=O)CCCN=3)ccc1O,-2,1,-4,-79,-20,17,0,6.6,4
C=CCOC(=O)C1=C[C@@H](c2ccc(C(F)(F)F)cc2)C[C@@H](OCc2ccc(CO)cc2)O1,-4,-4,5,-3,6,-2,-3,2.4,8
CC1CC(C)CN(C(=O)Cc2c(C(=O)O)[nH]c3ccc(Cl)cc23)C1 (configuration not stated),3,2,6,0,6,1,-1,1.7,10
Nc1nonc1-n1nnc(C(=O)N/N=C/c2ccccc2)c1CSc1ccccc1,-2,-5,4,4,-2,0,-5,-0.2,5
Nc1nncn1C(=O)CCCN1C(=O)c2ccccc2C1=O,-2,1,-1,0,2,-1,-5,0.9,0
O=C(Nc1cc(-c2ccccc2)[nH]n1)c1ccccc1,-2,-2,8,-4,1,-3,0,0.3,5
COCC(=O)N1CCC(Oc2ccc(C(=O)NCc3cnc(C)cn3)cc2)CC1,-4,2,0,6,-3,-1,-3,1.6,7
Cc1nc(N2CCOCC2)[nH]c(=O)c1[N+](=O)[O-],-6,-2,4,4,5,0,0,-0.4,10
O=S(=O)(Nc1ccn(-c2ccccc2)n1)c1ccc(Br)cc1,-4,0,4,-8,7,1,1,-2.0,-1
CCCCN(C)S(=O)(=O)c1cc2c3c(c1)CCC(=O)N3CCC2,4,-1,-1,3,4,-1,-1,-0.6,4
CCCOc1ccc(C(F)(F)F)cc1NC(=O)C1CC(=O)N(Cc2ccco2)C1 (configuration not stated),-2,x,2,5,7,x,2,x,x
Cc1cccc(C)c1NC(=O)CNC(=O)c1c(-c2ccccc2)noc1C,-4,x,2,2,-5,x,-3,x,x

# Four entries from above, ordered by their value in BCLXL inh, highest first.
canonical_smiles	BCLXL inh
COc1ccccc1C(=O)OCC(=O)Nc1ccc(Cl)cn1	7
C=CCOC(=O)C1=C[C@@H](c2ccc(C(F)(F)F)cc2)C[C@@H](OCc2ccc(CO)cc2)O1	5
Cc1cccc(C)c1NC(=O)CNC(=O)c1c(-c2ccccc2)noc1C	2
O=C(NCCN1CCCC1)c1ccccc1Cl	1

# Remaining list, next part.
SMILES,PAD4 inh,Fam108B counter,BCLXL inh,GLD-1 TGE inh,MCL1-BIM inh,TPT1 inh,PME-1 primary,MEX-5 binding,GSTO1 inh
COc1ccccc1C(=O)NNC(=O)c1ccc2ccccc2c1,0,3,0,-4,3,-5,-5,0.6,0
O=C(O)C1=CCCNC1,-1,3,7,6,3,1,-1,0.2,3
N/C(=N\OC(=O)CC1CCCCC1)c1cccc(Br)c1,-2,5,1,7,0,3,-4,-3.0,-3
COCC1CCN(Cc2cn[nH]c2-c2cc(OC)c(OC)c(OC)c2)CC1,0,0,1,8,-1,-7,5,3.2,11
COc1cc2c(cc1OC)CN(C(=O)/C=C/c1cc(OC)c(OC)c(OC)c1)CC2,-6,-8,-4,-6,-11,-1,7,0.6,-8
Cc1ccc(C(=O)NNC(=O)C2CCN(S(=O)(=O)c3ccc(C)cc3)CC2)cc1,5,0,9,7,7,-3,-1,1.1,8
COc1ccc(-n2ncc3c(=O)n(CC(=O)NC(C)C)cnc32)cc1,-1,-1,6,4,5,-4,-1,-3.3,-1
Nc1ccc(C(=O)OCC(=O)Nc2ccc([N+](=O)[O-])cc2C(F)(F)F)cc1,1,-1,2,6,0,1,4,-0.5,4
COCCCNC1=C(Cl)C(=O)c2ccccc2C1=O,-11,2,0,3,-2,-3,3,-3.4,48*
COc1cc(NC(=O)CSc2nc3ncnc(N)c3[nH]2)c(C(=O)O)cc1OC,-4,1,1,2,1,-2,0,-31*,1
Cc1ccc(S(=O)(=O)NCc2ccc(C(=O)NCCCN3CCN(C)CC3)cc2)cc1,-1,-2,5,1,2,3,-3,2.4,2
Cc1nc(-c2coc3cc(O)c(C)cc3c2=O)cs1,-2,3,-3,-4,0,2,0,0.9,-8
CSc1ccc(CN(C)CC(=O)NC(=O)NC(C)(C)C)cc1,-1,2,4,9,3,-1,-1,0.4,1
Cc1ccccc1NC(=O)COC(=O)c1c(-c2ccccc2)noc1C,5,x,-3,1,-1,x,-4,x,x
COc1ccc(C(=O)N=S2CCN(C(=O)c3ccc(Cl)cc3)CC2)cc1,-6,-3,-3,-1,-8,-3,-6,-2.1,-1

# Next section; it opens with the 2 that closed the last part.
SMILES,PAD4 inh,Fam108B counter,BCLXL inh,GLD-1 TGE inh,MCL1-BIM inh,TPT1 inh,PME-1 primary,MEX-5 binding,GSTO1 inh
Cc1ccccc1NC(=O)COC(=O)c1c(-c2ccccc2)noc1C,5,x,-3,1,-1,x,-4,x,x
COc1ccc(C(=O)N=S2CCN(C(=O)c3ccc(Cl)cc3)CC2)cc1,-6,-3,-3,-1,-8,-3,-6,-2.1,-1
O=C(Nc1ccc(Br)cc1)c1ccco1,1,-2,0,7,2,-3,5,-0.5,-4
C/C(=N\S(=O)(=O)c1ccc(C)cc1)N(C)C,2,1,2,-2,-2,-2,-1,-2.3,9
Cc1ccc(NC(=O)Cn2cccc2)c(C)c1,2,-1,7,2,7,-1,8,1.7,13
Cc1ccc(-c2nc(CSCC(=O)N3CCN(C(=O)c4ccco4)CC3)c(C)o2)cc1,-4,0,1,-2,3,-4,5,2.1,3
CC(OC(=O)c1cc(=O)[nH]c2ccccc12)C(=O)NC1CCCCC1C (configuration not stated),-4,2,-4,2,-9,1,-7,0.0,2
O=C(NCc1cccnc1)C(=O)Nc1nc(-c2ccccc2)cs1,1,2,5,9,5,-4,4,3.1,-2
CCOc1cc(N2CCOCC2)c(OCC)cc1NC(=O)CN1C(=O)NC2(CCCCCCC2)C1=O,0,-1,6,5,-4,2,-1,0.3,11
Cc1cc(C)c2cc(C#N)c(SCC(=O)Nc3ccc4c(c3)OCO4)nc2c1,-5,-7,4,1,3,-3,14,0.3,-11
CCOc1cccc(OCCOc2ccc(C(=O)c3ccccc3)cc2)c1,2,0,1,0,4,0,-1,-1.5,9
O=C(NCc1ccncc1)c1cccc(F)c1,-4,1,4,3,7,1,-2,-0.7,6
CCCOc1ccc(CC(CC(=O)O)(C(=O)O)C(=O)O)cc1,1,-1,8,9,2,0,2,-0.7,4
COC(=O)C1=NNC2(c3ccc(C)cc3)C(=O)N(c3ccc(C)cc3)C(=O)C12 (configuration not stated),0,0,3,-7,1,-2,-2,-1.9,12
NS(=O)(=O)c1ccc(N/N=C/c2ccc(C(=O)O)cc2)c([N+](=O)[O-])c1,2,2,2,4,-11,0,-2,-2.0,-10
NS(=O)(=O)c1ccc(S(=O)(=O)c2ccccc2)nc1,8,-3,5,-1,3,-2,2,x,7
Cc1ccc(C2=NN(CC(=O)NCCN(C)C)C(=O)CC2)cc1,4,0,0,0,3,-3,4,1.6,4

# Some of these compounds in order of count of non-hydrogen atoms, ascending.
SMILES,PAD4 inh,Fam108B counter,BCLXL inh,GLD-1 TGE inh,MCL1-BIM inh,TPT1 inh,PME-1 primary,MEX-5 binding,GSTO1 inh
C/C(=N\S(=O)(=O)c1ccc(C)cc1)N(C)C,2,1,2,-2,-2,-2,-1,-2.3,9
O=C(NCCN1CCCC1)c1ccccc1Cl,3,2,1,8,9,1,5,-0.5,2
NS(=O)(=O)c1ccc(N/N=C/c2ccc(C(=O)O)cc2)c([N+](=O)[O-])c1,2,2,2,4,-11,0,-2,-2.0,-10
COc1ccc(C(=O)N=S2CCN(C(=O)c3ccc(Cl)cc3)CC2)cc1,-6,-3,-3,-1,-8,-3,-6,-2.1,-1
Cc1cccc(C)c1NC(=O)CNC(=O)c1c(-c2ccccc2)noc1C,-4,x,2,2,-5,x,-3,x,x
COc1cc(NC(=O)CSc2nc3ncnc(N)c3[nH]2)c(C(=O)O)cc1OC,-4,1,1,2,1,-2,0,-31*,1
Cc1ccc(C(=O)NNC(=O)C2CCN(S(=O)(=O)c3ccc(C)cc3)CC2)cc1,5,0,9,7,7,-3,-1,1.1,8

# (listing goes on)
SMILES,PAD4 inh,Fam108B counter,BCLXL inh,GLD-1 TGE inh,MCL1-BIM inh,TPT1 inh,PME-1 primary,MEX-5 binding,GSTO1 inh
Cc1[nH]c2ccccc2c1N=Nc1c(C)n(C)n(-c2ccccc2)c1=O,-13,-2,22,4,11,-1,2,1.9,1
CCn1c(C(O)c2ccccc2)nc2ccccc21 (configuration not stated),3,0,-4,3,0,3,3,-1.2,9
CC(C)(C)n1nc2c(c1NC(=O)COc1ccc(Cl)cc1)CS(=O)(=O)C2,-4,6,4,5,-4,5,-6,-3.0,8
CCc1cccc(NS(=O)(=O)c2c(C)n[nH]c2C)c1,1,-2,4,0,8,0,-2,-0.1,0
Cc1c(C)n(CCc2c[nH]c3ccccc23)ccc1=O,-3,-4,0,-4,-3,1,1,2.2,-6
O=C(COC(=O)CCC(=O)c1ccc(Cl)cc1)NCC1CCCO1 (configuration not stated),0,4,0,3,-1,-4,-1,0.1,2
Cc1ccc(-c2cc(C(=O)NCc3cccs3)no2)cc1,2,-2,14,14,14,-9,11,2.6,7
Cc1c(C(=O)N2CCCc3ccccc32)oc2ccc(S(=O)(=O)N3CCOCC3)cc12,3,0,4,1,2,3,1,-1.3,-30
O=C(NC1CCCCC1)C1CC(=O)N(c2ccc(Cl)cc2)C1 (configuration not stated),-4,-3,2,8,6,1,-4,-0.9,8
COCCCNC(=O)C1CC(=O)N(c2ccc(C)cc2)C1 (configuration not stated),2,-5,-5,0,0,1,2,0.4,4
CCCC(=O)Nc1ccc(Br)cn1,-3,0,3,-4,5,0,2,0.2,0
O=P(c1ccccc1)(c1ccccc1)C(O)c1ccc(Br)cc1 (configuration not stated),-1,-2,6,-2,5,0,4,5.1,7
Cc1cc(S(=O)(=O)NCc2ccccc2)ccc1OCC(=O)NCc1ccncc1,-4,-2,3,4,3,1,-1,2.6,-4
COc1ccccc1C(=O)NC(CCSC)C(=O)NNC(=O)C(C)Oc1ccccc1F (configuration not stated),0,x,3,1,-1,x,-1,x,x
O=[N+]([O-])c1ccccc1/C=N/NC1=NCCCCC1,3,6,0,-11,3,-4,2,-3.6,-2
Cc1ccc(S(=O)(=O)Nc2cccc(Oc3cnccn3)c2)cc1,-1,-1,5,-1,-6,-5,-1,-0.4,-4
Cc1ccc(C)c(S(=O)(=O)Nc2ccccc2C(=O)Nc2cc(C)on2)c1,1,2,3,6,14,0,-3,-0.5,-10

# Some of the compounds tested, so the mix of outcomes need not match the whole.
